Screening results (PubChem)
MITF primary = human MITF inhibition, primary screen. O75030. AlphaScreen MITF homodimerization, bead proximity signal. inhibition, % at 2.6 µM. actives 0.91% (n = 650,000); in the data active = inhibition above about 50%;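 note: 0% = vehicle wells with protein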
Target sequence (O75030 whole entry, looked up): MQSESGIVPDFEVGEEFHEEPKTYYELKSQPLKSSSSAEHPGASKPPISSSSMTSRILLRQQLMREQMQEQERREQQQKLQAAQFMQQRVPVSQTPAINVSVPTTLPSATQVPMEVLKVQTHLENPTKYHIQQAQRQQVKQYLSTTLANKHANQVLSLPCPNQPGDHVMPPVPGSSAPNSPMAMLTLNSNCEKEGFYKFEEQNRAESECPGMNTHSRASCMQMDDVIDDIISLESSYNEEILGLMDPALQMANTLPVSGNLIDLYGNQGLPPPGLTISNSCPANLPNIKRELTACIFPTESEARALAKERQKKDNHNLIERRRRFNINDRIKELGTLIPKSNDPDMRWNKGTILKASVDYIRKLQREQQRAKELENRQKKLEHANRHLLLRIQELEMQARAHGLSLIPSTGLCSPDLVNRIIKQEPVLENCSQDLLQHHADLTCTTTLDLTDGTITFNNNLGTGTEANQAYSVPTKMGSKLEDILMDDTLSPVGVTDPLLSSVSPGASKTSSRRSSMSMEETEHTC
TEAD-YAP inh = TEAD-YAP interaction inhibition. inhibition, % at 9.12 µM. HEK-TIYL cells, TEAD-Gal4/YAP UAS-luciferase luminescence. actives 1.4% (n = 640,000); in the data active = inhibition above about 32%;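 note: 0% = median of test compound wells and 100% = reference inhibitor wells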
FBW7 act = human FBW7 E3 ligase activation, primary screen | Q969H0 | normalized activity (activation), % at 26.1 µM | actives 0.13% (n = 650,000) | AID 1259310 | AlphaScreen FBW7–phospho-cyclin E peptide binding, activator screen; in the data active = normalized activity above about 1.9%;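 note: purified mutant Fbw7 with reduced substrate affinity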
GPR151 activ = human GPR151 activation. Q8TDV0. PathHunter beta-arrestin GPR151 cells, luminescence. activation, % at 11.2 µM. actives 1% (n = 650,000); in the data active = activation above about 4.9%;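 note: 0% = median of compound wells and 100% = cells with positive control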
Target sequence (Q8TDV0 whole entry, looked up): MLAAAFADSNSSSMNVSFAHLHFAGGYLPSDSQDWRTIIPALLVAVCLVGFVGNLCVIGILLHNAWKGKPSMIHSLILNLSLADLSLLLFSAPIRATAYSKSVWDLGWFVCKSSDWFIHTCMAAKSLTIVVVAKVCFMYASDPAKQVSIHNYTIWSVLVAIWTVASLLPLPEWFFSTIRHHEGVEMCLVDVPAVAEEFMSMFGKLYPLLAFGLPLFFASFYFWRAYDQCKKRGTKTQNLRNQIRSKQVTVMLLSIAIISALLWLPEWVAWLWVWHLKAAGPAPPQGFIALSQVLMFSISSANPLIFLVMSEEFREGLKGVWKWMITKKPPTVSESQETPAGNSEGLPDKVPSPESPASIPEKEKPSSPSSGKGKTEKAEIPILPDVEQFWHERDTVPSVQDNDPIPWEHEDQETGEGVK
* marks the source's active call; other numbers are inactive results; x = no result given; & = joins results of further samples.

Short keys: A = MITF primary; B = TEAD-YAP inh; C = FBW7 act; D = GPR151 activ
O=C1CC(N2CCN(c3cccc(C(F)(F)F)c3)CC2)C(=O)N1c1ccccc1 (configuration not stated)
  A: 7; B: -1; C: 0.2; D: -0.6

O=C(CN1C(=O)NC(c2ccccc2)(c2ccccc2)C1=O)Nc1ccc(Cl)cc1F
  A: -3; B: 1; C: -0.1; D: 3.1

Cc1cc(N2CCN(c3ncccn3)CC2)nc2ccc(NC(=O)c3ccccc3F)cc12
  A: -12; B: 18; C: 0.0; D: 0.5

O=C(O)CCCCCN1C(=O)/C(=C\c2cccnc2)SC1=S
  A: 7; B: 7; C: 0.2; D: 0.8

CCCCC[C@H](O)/C=C/[C@H]1C(=O)C[C@H](O)[C@@H]1C/C=C/CCCC(=O)O
  A: 7; B: x; C: x; D: 0.9

CC(NC(=O)COC(=O)c1ccc2ncsc2c1)C12CC3CC(CC(C3)C1)C2 (configuration not stated)
  A: -3; B: -13; C: 0.1; D: 1.0

CCc1ccc(S(=O)(=O)NCCOc2cc(C)cc(C)c2)s1
  A: -3; B: -7; C: 0.0; D: -0.7

COc1ccccc1-c1ccnc(-n2ncc(C(=O)N(CCO)C(C)C)c2C)n1
  A: 9; B: 2; C: -0.1; D: -0.3

O=C(C1CC1)N1CCc2cc(S(=O)(=O)NCC3COc4ccccc4O3)ccc21 (configuration not stated)
  A: 7; B: 13; C: 0.2; D: -0.5

O=C(CCn1c(=S)[nH]c2ccccc2c1=O)Nc1ccc(F)cc1
  A: 14; B: -2; C: 1.0; D: 2.0

CCn1c2c(c(=O)[nH]c1=O)C(c1ccccc1)C1=C(CC(C)(C)CC1=O)N2 (configuration not stated)
  A: 1; B: -5; C: -0.3; D: 0.5

COc1ccc(CCNC(=O)c2cccc(Nc3ccc4ncccc4c3)c2)cc1
  A: 8; B: 3; C: -0.1; D: -0.6

Cc1cc(C)c(OCCCNC(C)(C)C)c(C)c1
  A: 0; B: -6; C: 1.1; D: 0.6

O=C(NCC1CCCCC1)C(=O)Nc1ccc(F)cc1F
  A: 5; B: -4; C: 0.4; D: 3.9

O=C(CCC1CCCC1)Nc1ccc(I)cc1
  A: -3; B: -26; C: -0.1; D: 3.6

COc1cccc(OCC(=O)Nc2ccccc2[N+](=O)[O-])c1
  A: 4; B: -64; C: -0.2; D: -1.4

O=S(=O)(c1ccccc1Cl)N1CCNCC1
  A: 18; B: 2; C: 0.1; D: 0.4

Cn1nc(CC(=O)NC2CCCCC2)c2ccccc2c1=O
  A: -1; B: 5; C: -0.1; D: -0.1

COP(=O)(OC)c1nc(-c2ccc(Br)cc2)oc1NCc1ccccc1
  A: 9; B: -1; C: -0.1; D: -1.0

CCCSc1cc(NCCOC(C)=O)c([N+](=O)[O-])c2nonc12
  A: 12; B: 1; C: 0.0; D: 1.5

Cc1ccc(NC(=O)/C(=C\c2ccco2)NC(=O)c2ccc(Br)cc2)cc1
  A: 10; B: 4; C: -0.1; D: 0.2

O=C(CN1CCN(c2nccn2-c2cccc(Cl)c2)CC1)NCCc1ccccc1
  A: 4; B: 13; C: -0.3; D: 0.0

COC(F)(C(=O)Nc1cc(Oc2ccc(F)cc2)cc([N+](=O)[O-])c1)C(F)(F)F (configuration not stated)
  A: 4; B: 10; C: 0.0; D: 1.7

CCN1CCN(c2ccc([N+](=O)[O-])cc2C(=O)c2ccc(Cl)cc2)CC1
  A: 0; B: 7; C: -0.2; D: -0.9

COc1ccc2c3c1O[C@H]1C[C@@H](O)C=C[C@@]31CCN(C)C2
  A: 6&20&19&-3&15&-1; B: -6&-8&-15&0; C: -0.1&0.1&0.2&0.2&-0.1&0.1; D: 2.3&-1.1&2.4&2.1&0.4&2.7

CC(=O)N1CCN(c2ccc(F)cc2[N+](=O)[O-])CC1
  A: 19; B: 1; C: 0.1; D: 0.3

Cc1cc(S(=O)(=O)N2CCN(c3cccc(Cl)c3)CC2)ccc1F
  A: -10; B: -2; C: 0.0; D: 0.2

CCc1nc(SCC(=O)NC)c2c(C)c(C)sc2n1
  A: -7; B: -2; C: 0.1; D: -0.7

CC(=O)C(Sc1nc(C)nc2c1c(=O)n(C)c(=O)n2C)C(C)=O
  A: 2; B: 16; C: -0.2; D: -1.2

CCOc1ccc(S(=O)(=O)Nc2ccc(O)c(-c3c(O)ccc4ccccc34)c2)cc1
  A: 14; B: -5; C: 0.0; D: -0.2

COc1ccc(-c2noc(CN3CCCC(CNC(C)=O)C3)n2)cc1 (configuration not stated)
  A: 10; B: -18; C: 0.0; D: -1.4

COc1cc(OC)nc(Oc2cccnc2CN(C)c2ccccc2)n1
  A: 0; B: -3; C: -0.1; D: -1.4

CC(=O)Nc1ncc2c(n1)CC(c1ccc(N(C)C)cc1)CC2=O (configuration not stated)
  A: 3; B: 3; C: -0.3; D: -0.1

CN(C)CCN(Cc1cc2cc3c(cc2[nH]c1=O)OCCO3)C(=O)NCc1ccccc1
  A: 15; B: 4; C: 0.8; D: 1.8

CCCCCCNC(=O)c1c(O)c2c([nH]c1=O)CCCC2
  A: 10; B: 1; C: 0.0; D: -0.4

Cc1ccc(CC(=O)NC2CCCC2)cc1
  A: 1; B: -12; C: -0.1; D: 0.8

O=C(COc1ccccc1O)N/N=C/c1cc(Br)ccc1O
  A: 12; B: 25; C: 0.0; D: 2.1

Cc1sc(NC(=O)CN2CCN(c3ccccn3)CC2)c(C#N)c1C
  A: 8; B: 7; C: 0.1; D: 3.0

CCCCN(C)C(=O)C1c2ccccc2C(=O)N(C)C1c1ccc(OC)cc1 (configuration not stated)
  A: 7; B: 0; C: -0.1; D: -0.5

NC(=O)/C(=C\c1cccnc1)NC(=O)c1ccccc1
  A: 1; B: 8; C: 0.1; D: 0.4

CC(C)Cn1c(N2CCOCC2)n[nH]c1=S
  A: -8; B: 8; C: 0.0; D: 0.4

O=C(c1cc(F)c(F)cc1Br)N1CCOCC1
  A: 14; B: -6; C: 0.2; D: -0.8

COC(=O)C1=C(C)N(C)C(=O)NC1c1cc(I)c(OC)c(OC)c1 (configuration not stated)
  A: -1; B: 0; C: -0.8; D: 1.0

CC12CCC(C(=O)Nc3ccccc3F)(C(=O)C1=O)C2(C)C (configuration not stated)
  A: -15; B: -3; C: -0.1; D: -1.0

OCC1OC(OC2C(CO)OC(Nc3ccccc3)C(O)C2O)C(O)C(O)C1O (configuration not stated)
  A: 0; B: 6; C: 0.1; D: -0.3

O=C(c1cccs1)C(NS(=O)(=O)c1ccccc1)NS(=O)(=O)c1ccccc1
  A: -5; B: -4; C: -0.1; D: 0.0

CC(C)n1c(N2CCN(Cc3ccc4c(c3)OCO4)CC2)nc2c(NCc3cccc(C(F)(F)F)c3)ncnc21
  A: 11; B: 3; C: 0.0; D: 0.9

CCN1C(=O)S/C(=C/c2ccc(OCc3ccc([N+](=O)[O-])cc3)c(OC)c2)C1=O
  A: -7; B: -9; C: -0.2; D: 1.7

Cc1ccc(S(=O)(=O)O/N=C2\CCOc3ccccc32)cc1
  A: -6; B: 8; C: 0.3; D: 1.9

CCOC(=O)C1C(=O)NC(SCC(=O)Nc2c(C)cccc2C)=C(C#N)C1c1ccccc1OCC (configuration not stated)
  A: 3; B: 4; C: -0.1; D: -0.2

4 structures out of the list, ordered by heavy-atom count, smallest number first:
Short keys: A = MITF primary; B = TEAD-YAP inh; C = FBW7 act; D = GPR151 activ
COc1ccc2c3c1O[C@H]1C[C@@H](O)C=C[C@@]31CCN(C)C2
  A: 6&20&19&-3&15&-1; B: -6&-8&-15&0; C: -0.1&0.1&0.2&0.2&-0.1&0.1; D: 2.3&-1.1&2.4&2.1&0.4&2.7

CCn1c2c(c(=O)[nH]c1=O)C(c1ccccc1)C1=C(CC(C)(C)CC1=O)N2 (configuration not stated)
  A: 1; B: -5; C: -0.3; D: 0.5

OCC1OC(OC2C(CO)OC(Nc3ccccc3)C(O)C2O)C(O)C(O)C1O (configuration not stated)
  A: 0; B: 6; C: 0.1; D: -0.3

CCOc1ccc(S(=O)(=O)Nc2ccc(O)c(-c3c(O)ccc4ccccc34)c2)cc1
  A: 14; B: -5; C: 0.0; D: -0.2

Continuation.
Short keys: A = MITF primary; B = TEAD-YAP inh; C = FBW7 act; D = GPR151 activ
Cc1ccc(N(C(=O)c2ccco2)C(C(=O)NC2CCCC2)c2cccnc2)cc1 (configuration not stated)
  A: 2; B: -2; C: -0.1; D: -0.5

Cc1cccc(NC(=O)Nc2cc(NC(=O)Nc3cccc(C)c3)c(C)nc2C)c1
  A: 17; B: 0; C: 0.2; D: -0.3

Cc1cc2oc3c(c(=O)c2cc1C)C(c1cccnc1)N(CCCN(C)C)C3=O (configuration not stated)
  A: 83*; B: -4; C: 0.2; D: -0.8

O=C(CCc1nnc2ccc(N3CCOCC3)nn12)NCc1ccccc1Cl
  A: 0; B: -8; C: -0.2; D: 0.0

CCOc1ccc(CCNC(=O)c2cn(C)c(=O)c3c2c2ccccc2n3C)cc1OCC
  A: -3; B: 7; C: 0.0; D: -1.0

CC(C)N(C(=O)COc1ncnc2sc3c(c12)CCCC3)C(C)C
  A: -4; B: 0; C: 0.0; D: 0.5

N#CC1=C(N)OC2=C(C(=O)CC(c3ccco3)C2)C12C(=O)N(CC(=O)O)c1ccccc12 (configuration not stated)
  A: 6; B: -9; C: -0.3; D: 2.2

COc1ccc(NC(=O)C2CCCN2S(=O)(=O)c2c(C)noc2C)cc1 (configuration not stated)
  A: 3; B: 5; C: 0.6; D: 1.3

O=C(NCCO)C(c1ccccc1)c1ccccc1
  A: -10; B: 6; C: 0.0; D: 0.9

S=C(Nc1ccc(Cl)c(Cl)c1)NC1CCCCC1
  A: -6; B: -2; C: -0.2; D: 0.5

O=C1CCC(N2CCC[C@H]2CO)CCN1Cc1ccc2ccccc2c1 (some centres not stated)
  A: -6; B: -12; C: -0.2; D: -1.5

Cc1cnccc1CNC(=O)c1cccc(OC2CCN(S(=O)(=O)N(C)C)CC2)c1
  A: -6; B: 20; C: -0.2; D: -0.6

CCOc1ccccc1CN1CCc2ccccc2C1
  A: 39; B: 15; C: -0.1; D: 0.1

OCCCNC(=S)Nc1ccc(F)cc1
  A: 4; B: -6; C: 0.0; D: 0.5

CN(Cc1ccc(OCC(O)CN2CCc3ccccc3C2)cc1)Cc1ccon1 (configuration not stated)
  A: -2; B: 0; C: -0.1; D: -0.3

CCN(CC)c1nc(C)nc2sc(C(=O)N3CCN(Cc4ccccc4)CC3)c(C)c12
  A: 6; B: -6; C: -0.1; D: 2.5

Cc1ccc(-c2cn3nc(N4CCCC(C(=O)N5CCN(C)CC5)C4)sc3n2)cc1 (configuration not stated)
  A: -1; B: -12; C: -0.2; D: 1.0

O=C(c1ccccc1)N1CCN(C(=O)c2ccccc2)C1
  A: 19; B: -6; C: 0.1; D: -1.6

CC(C)CN(C(=O)COC(=O)C12CC3CC(CC(O)(C3)C1)C2)C1CCS(=O)(=O)C1 (configuration not stated)
  A: 2; B: 4; C: 0.3; D: -1.0

O=C(COC(=O)c1ccc(S(=O)(=O)N2CCCCC2)cc1)c1ccc(Cl)cc1
  A: -9; B: 0; C: 0.2; D: -0.2

Oc1ccc(Br)cc1C1CC(c2ccoc2)=NN1 (configuration not stated)
  A: -4; B: -24; C: 0.1; D: 1.8

COc1ccc(-n2nnnc2C(NCCc2c(C)[nH]c3ccccc23)c2ccc(Cl)cc2Cl)cc1 (configuration not stated)
  A: 3; B: 2; C: 0.0; D: 1.0

CCOC(=O)c1c(C)oc2cc(Br)c(OCc3cccc(Cl)c3)cc12
  A: 13; B: 7; C: 0.0; D: 1.5

CN(C)CCCNC(=S)Nc1ccc(Cl)cc1Cl
  A: -2; B: -8; C: 0.0; D: -0.8

CCOC(=O)N1CCC(=NNc2ccc(S(=O)(=O)N(CC)CC)cc2[N+](=O)[O-])CC1
  A: 6; B: 1; C: -0.1; D: 0.1

By substructure, those above with a COOH group
Short keys: A = MITF primary; B = TEAD-YAP inh; C = FBW7 act; D = GPR151 activ
O=C(O)CCCCCN1C(=O)/C(=C\c2cccnc2)SC1=S
  A: 7; B: 7; C: 0.2; D: 0.8

CCCCC[C@H](O)/C=C/[C@H]1C(=O)C[C@H](O)[C@@H]1C/C=C/CCCC(=O)O
  A: 7; B: x; C: x; D: 0.9

N#CC1=C(N)OC2=C(C(=O)CC(c3ccco3)C2)C12C(=O)N(CC(=O)O)c1ccccc12 (configuration not stated)
  A: 6; B: -9; C: -0.3; D: 2.2

More compounds follow:
Short keys: A = MITF primary; B = TEAD-YAP inh; C = FBW7 act; D = GPR151 activ
Cc1cccc(CN[C@H]2C[C@H]3C(=O)N4CCC[C@H]4C(=O)N3C2)c1
  A: -5; B: -22; C: -0.1; D: 1.5

Nc1nncn1C(=O)c1ccc(F)cc1
  A: -1; B: -3; C: -0.1; D: 1.9

Cc1ccc(C(c2ccc([N+](=O)[O-])cc2)c2ccc(C)o2)o1
  A: 3; B: -10; C: 0.0; D: -1.1

NC(=O)C1(S(=O)(=O)c2ccccc2)CC1
  A: 4; B: 5; C: 0.1; D: 0.1

CN1CCN(Cc2c(C(=O)O)nnn2-c2nonc2N)CC1
  A: 2; B: -3; C: 0.0; D: -0.9
